Assay outcomes: PubChem, several laboratories
TNFa cytotox: cytotoxicity in TNFa-stimulated HUVEC, primary screen, cytotoxicity control for VCAM1 expression modulator project, imaging, Hoechst nuclei count | HUVEC TNFalpha-stimulated, Hoechst cell count | cell count reduction, % at 2 µM | actives 0.17% (n = 93,000);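 active = cell count reduction exceeding the screen mean by over 5 SD, scaled to untreated wells per plate, cut at about 78% in these data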;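 also: cells counted after 24 h of TNF alpha exposure following the 1 h pretreatment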
PLK1 PBD inh: Plk1 polo box domain binding inhibitors, primary screen, biochemical, fluorescence polarization; Serine/threonine-protein kinase PLK1 (Homo sapiens), P53350; Plk1 PBD phosphopeptide binding; inhibition, %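 (tested at about 20 µM)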; actives 0.13% (n = 97,000); AID 693, 2007; in the data active = inhibition above about 34%, passing the limit was not always enough
Target sequence (P53350 whole entry, looked up, the tested form may be a part): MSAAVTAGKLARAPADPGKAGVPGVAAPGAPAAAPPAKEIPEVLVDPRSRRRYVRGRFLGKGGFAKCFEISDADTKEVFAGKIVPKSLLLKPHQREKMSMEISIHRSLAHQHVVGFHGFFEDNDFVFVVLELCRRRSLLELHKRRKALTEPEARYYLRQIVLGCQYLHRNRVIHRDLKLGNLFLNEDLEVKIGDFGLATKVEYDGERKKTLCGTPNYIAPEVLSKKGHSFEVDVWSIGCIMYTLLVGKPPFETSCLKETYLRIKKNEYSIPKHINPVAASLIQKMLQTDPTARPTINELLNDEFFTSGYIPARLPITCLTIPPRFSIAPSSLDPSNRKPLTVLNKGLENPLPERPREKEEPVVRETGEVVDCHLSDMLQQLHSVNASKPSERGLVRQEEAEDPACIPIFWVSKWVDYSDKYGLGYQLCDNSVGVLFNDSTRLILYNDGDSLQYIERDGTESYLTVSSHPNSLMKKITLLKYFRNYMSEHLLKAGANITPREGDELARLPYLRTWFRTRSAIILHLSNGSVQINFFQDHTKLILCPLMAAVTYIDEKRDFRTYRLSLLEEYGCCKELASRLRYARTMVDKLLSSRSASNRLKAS
cytoskel mod: modifiers of F-actin cytoskeleton organization, primary screen, imaging, HUVEC, phalloidin staining, high-content imaging; HUVEC TNFa F-actin phalloidin imaging; actives 0.18% (n = 91,000); inhibition, % at 2 µM; AID 836, 2007;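 active = inhibition above the batch mean plus 3 SD and confirmed as a hit by visual image inspection, cut at about 30% in these data, passing the limit was not always enough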; also: strong numbers were not always called active
sEH inh: soluble epoxide hydrolase inhibitors, primary screen, biochemical, human sEH; Bifunctional epoxide hydrolase 2 (Homo sapiens), P34913; recombinant human sEH enzymatic activity assay; inhibition, % at 2 µM; actives 0.34% (n = 91,000); AID 707, 2007; in the data active = inhibition above about 80%; also: values of inactives mirror those of a sister screen read the other way; many of its hits are not listed in these tables
DAT uptake mod: changed hDAT dopamine uptake under cocaine IC80, either direction, primary screen, cocaine antagonist project, cell-based, LLC-PK1 hDAT, [14C]-dopamine uptake, MLSMR. LLC-PK1 hDAT cells, [14C]-dopamine uptake with cocaine IC80; actives deviate in either direction. AID 449768, 2010. actives 1.3% (n = 110,000). Sodium-dependent dopamine transporter (Homo sapiens), Q01959. B-score at 10 µM;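 active = Z score or B-score, a plate-position-corrected score, falls beyond the plate's 99.7% confidence bounds, in either direction; inactive = both scores lie inside the 99.7% bounds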;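 also: scored against the spread of the other compound wells on the same plate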
PLK1 inh: human PLK1 kinase inhibitors, primary screen, biochemical, TR-FRET. recombinant PLK1 kinase, TR-FRET peptide phosphorylation. inhibition, % at 10 µM. actives 0.53% (n = 97,000);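 active = inhibition of 50% or more in the single-concentration screen; inactive = inhibition below 50%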;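 also: 0% = DMSO max control and 100% = H-89 dihydrochloride min control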
VCAM1 TNFa inh: inhibitors of TNFa-induced VCAM1 expression, primary screen, imaging, HUVEC, TNFa stimulus, immunofluorescence; HUVEC TNFa-induced VCAM-1 immunofluorescence, high-content imaging; actives 0.48% (n = 95,000); inhibition, % at 2 µM;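 active = inhibition above the batch mean plus 3 SD, with images confirmed as a hit by eye, cut at about 37% in these data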;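 also: 0% = TNF-stimulated DMSO wells and 100% = unstimulated control wells; not every result past the cut was called active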
E coli WT exp: growth inhibitors of wild-type E. coli, primary screen, strain BW25113, expanded library, OD600. OD600 absorbance. growth inhibition, % at 100 µM. actives 0.15% (n = 98,000);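 active = growth inhibition above about 50% at one test dose, limit read from the data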;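 also: growth measured after 20 h incubation at 37 °C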
IL1B cytotox: cytotoxicity in IL-1B stimulated HUVEC, primary screen, cytotoxicity control for IL-1B NFkB translocation project, imaging, Hoechst nuclear count, IL-1B stimulus; HUVEC cell count loss; cell count reduction, % at 2 µM; actives 0.41% (n = 94,000);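 active = cell count reduction more than 3 SD above the screen-wide mean, cut at about 70% in these data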;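 also: normalized per plate to untreated control cells as the no-loss baseline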
* hit, by the source's call; . = not tested or not shown; & = joins results of further samples.

SMILES	TNFa cytotox	PLK1 PBD inh	cytoskel mod	sEH inh	DAT uptake mod	PLK1 inh	VCAM1 TNFa inh	E coli WT exp	IL1B cytotox
COC(=O)c1ccccc1NC(=O)C1COc2ccccc2O1 (stereo unspecified)	-25	1	6	-8	-0.71	-9	10	0	14
COc1cc(C(N)=O)cc(Br)c1OC	-18	20	-11	6	0.0049	-4	1	9	-22
c1ccc(-c2ccc(-n3ccnc3)cc2)cc1	-21	19	.	0	-0.18	3	11	17	-43
c1cn(CCCNC2=NCCCCC2)cn1	-23	-22	-1	-9	0.95	-18	8	4	-22
CCOC(=O)c1c(C)[nH]c(C)c1C(=O)CN1C(=O)NC(CC(C)C)C1=O (stereo unspecified)	8	25	-47	2	0.19	3	-2	-4	0
COc1ccc(C(=O)Oc2cc(/C=N/NS(=O)(=O)c3ccc(C)cc3)ccc2OC)cc1	10	12	-3	5	.	-16	19	-10	-10
Cc1[nH]c2ccccc2c1C(=O)CN1CCC(C)CC1	-6	-1	-20	0	-0.027	-6	28	7	10
CCCCOc1ccc(C(=O)N/C(=C\c2ccc(OC)cc2)C(=O)OCc2ccco2)cc1	-26	-21	4	16	1	-4	11	-17	-41
COc1cccc(NC(=S)NNC(=O)c2c([N+](=O)[O-])c(C)nn2C)c1	-11	-40	23	6	0.063	-14	16	2	-4
COc1ccc(C2C(C(=O)Nc3ccccc3)=C(C)Nc3nc(CCCO)nn32)cc1 (stereo unspecified)	-16	-11	-4	.	1.4	4	6	-4	-7
CCN(CC)S(=O)(=O)c1ccc2oc(SCc3ccc(F)cc3)nc2c1	1	5	11	1	1.7	-9	7	-5	4
CCOc1cc(/C=N/O)cc(Br)c1OCc1ccc(Cl)cc1	-32	7	6	-1	-0.51	-8	-16	-3	-71
CCCn1c(=N)n(CC(O)COc2cccc(C)c2)c2ccccc21 (stereo unspecified)	.	-8	.	-6	1.3	0	.	16	.
CC1(C)Cc2c(sc(/N=C/N3CCOCC3)c2C#N)C(C)(C)N1	-38	-11	1	1	.	-3	-12	-4	-41
COC(=O)Cn1c(CCS(=O)(=O)c2ccc(C)cc2)nc2ccccc21	0	8	3	5	0.27	-7	4	5	-2
CCn1cc(C(=O)OCC(=O)Nc2cccc(S(=O)(=O)N3CCOCC3)c2)c(=O)c2ccc(C)nc21	-2	27	-6	-7	-0.0065	-7	-1	4	-6
O=C(CC(c1ccccc1)c1ccccc1)NCc1cccnc1	-12	1	-1	9	0.55	-4	0	.	14
COc1cccc(-c2csc(N3CCN(CC(=O)NNC(=O)c4ccc(Br)cc4)CC3)n2)c1	-6	-6	-10	-2	-0.032	-9	11	-11	-10
O=C(C1CCN(S(=O)(=O)c2cccc3cccnc23)CC1)N1CCc2ccccc21	-30	-11	1	.	0.063	0	4	-8	12
CCNC(=O)NC(=O)CSc1nc2ccccc2n1CCOC	-6	8	7	-4	-0.77	-7	-12	-5	-2
O=C(NCCO)C(c1ccccc1)c1ccccc1	90*	-18	-26	-4	0.61	-2	91*	7	15
Cn1c(SCC(=O)Nc2ccc3c(c2)OCCO3)nnc1-c1ccco1	-24	-20	-18	1	-0.067	-4	10	11	32
CCN(CC)c1ccc2cc(-c3nnc(-c4ccc(Br)cc4)o3)c(=O)oc2c1	-20	-117	20	-3	.	-27	2	.	-6
CNC(=O)OC(C)CNS(=O)(=O)c1ccc(C)cc1 (stereo unspecified)	-16	20	1	-10	0.55	-5	2	6	-117
CCCCNC(=O)C(C#N)c1nc2ccccc2nc1N1CCN(c2ccccc2F)CC1 (stereo unspecified)	-33	16	18	1	-1.1	-2	-1	-26	5

Records listed so far marked active in VCAM1 TNFa inh.
Molecule | PLK1 PBD inh | cytoskel mod | sEH inh | DAT uptake mod | PLK1 inh | VCAM1 TNFa inh
O=C(NCCO)C(c1ccccc1)c1ccccc1 | -18 | -26 | -4 | 0.61 | -2 | 91*

Additional structures follow.
SMILES	TNFa cytotox	PLK1 PBD inh	cytoskel mod	sEH inh	DAT uptake mod	PLK1 inh	VCAM1 TNFa inh	E coli WT exp	IL1B cytotox
CN(C)C(=O)CN1C(=O)C2CC=C(Cl)CC2C1=O (stereo unspecified)	-28	-7	-55	-2	.	1	4	3	6
CCCCCOc1ccc(N2C(=O)CC(N(O)c3ccccc3)C2=O)cc1 (stereo unspecified)	-55	8	26	-5	1	2	-16	-3	-20
Cc1ccc(C(C)n2cc(C(=O)NCc3cccnc3)nn2)cc1 (stereo unspecified)	-26	-12	2	-2	0.32	1	4	5	-4
O=C(CN1CCN(c2ccc(F)cc2)CC1)c1ccc2c(c1)OCO2	-12	45	-6	8	.	-8	7	-3	-1
Cc1cc(C)cc(NC(=O)CSc2nnc(-c3ccccc3Br)o2)c1	-12	-18	-10	7	-0.17	-3	0	-16	-40
COC(=O)c1sccc1-n1cccc1C(=O)NCc1ccccc1	-9	8	16	-5	-0.051	-4	-18	-2	8
COc1ccc(NC(=O)c2c(C(F)(F)F)nn(C)c2SCc2ccccc2)cc1	.	1	.	.	0.66	-10	.	2	.
COC(=O)c1ccc(C(=O)OC)c(NC(=O)CSc2cccc[n+]2[O-])c1	.	-4	.	1	0.05	-9	.	50*	7
COCCCN1C(=O)C(O)=C(C(C)=O)C1c1ccccn1 (stereo unspecified)	-19	-1	13	10	-0.25	-9	18	1	-5
Cc1nc(SCC(=O)Nc2c(C)n(C)n(-c3ccccc3)c2=O)nc(C)c1C	-27	-35	8	.	-0.34	-8	6	-6	-11
O=C(Cc1cc(=O)[nH][nH]1)N/N=C/C=C/c1ccccc1	-5&16	-2&-3	-14&8	8&6	0.025	-14&-20	18&14	-9&2	-22&17
CCOC(=O)C(Sc1nnc(-c2ccncc2)o1)C(C)=O (stereo unspecified)	-24	11	3	18	-0.034	3	10	.	-16
O=C(c1ccco1)N1CCN(c2ncnc3c(-c4ccccc4)nsc23)CC1	-37	1	7	-5	0.11	-7	1	-16	6
Cc1cc(C)c(C#N)c(N2CCCC(C(N)=O)C2)n1 (stereo unspecified)	-10	-39	-21	-20	-0.42	-12	1	5	17
CO/N=C/NC(=O)c1c(OC)ccnc1Oc1ccc(F)cc1	-18	-3	-46	8	0.26	-8	5	5	-14
O=C(Nc1ccc(N=Nc2ccccc2)cc1)c1cccc(Cl)c1	-14	8	2	-3	-0.026	-3	3	-12	-44
Cc1nn(-c2ccccc2)c(N2CCCCC2)c1/C=N/O	0	-7	-25	-14	0.47	-9	7	-9	18
CCOC(=O)C1CCN(C(=O)c2ccc3snnc3c2)CC1	-7	8	6	-1	-0.072	-3	13	.	-13
CN=C(Nc1ccc(Cl)cc1)c1ccc(C(F)(F)F)cc1	4	-10	-15	-10	-0.0053	-7	1	23	-29
O=C(CN1CCC(N2CCCCC2)CC1)N1CCCc2ccccc21	-17	-2	-35	-7	-0.45	-10	-30	3	5
C=CCn1c(SCC(=O)O)nnc1-c1ccccc1	-22	18	23	8	-0.6	-6	8	.	-44
COC(=O)c1ccccc1NC(=O)C1CCN(S(=O)(=O)c2cc(C)ccc2OC)CC1	6	-4	-24	0	1.9	-4	8	-14	11
CN1C(=O)C2C=CC1C1C(=O)N(c3ccccc3)C(=O)C21 (stereo unspecified)	20	18	-3	8	-1.3	-5	11	-1	-40
COc1ccc(S(=O)(=O)N(C)CC(=O)Nc2ccc3c(c2)OCO3)cc1OC	-14	-22	9	14	-1	-4	4	0	81*
CC(/C=C/c1ccco1)=N\NC(=O)c1cc(C)[nH]n1	-18	-23	61*	0	0.17	-7	3	5	-43

(listing goes on)
SMILES	TNFa cytotox	PLK1 PBD inh	cytoskel mod	sEH inh	DAT uptake mod	PLK1 inh	VCAM1 TNFa inh	E coli WT exp	IL1B cytotox
O=c1c(/C=C(\O)c2ccccc2)nc2ccccc2n1-c1ccccc1	6	3	-9	1	0.39	-14	25	-8	-71
Cc1ccccc1-n1c(=O)c2ccccc2n2cnnc12	.	-9	-6	0	0.016	-12	-27	0	-1
Cc1cc(C(=O)Nc2ccc(S(=O)(=O)Nc3onc(C)c3C)cc2)c(C)o1	-14	20	6	2	0.4	-8	6	-6	1
O=C(Nc1cc(-c2nn(CC(=O)N3CCCCC3)c(=O)c3ccccc23)ccc1N1CCOCC1)c1ccc(Cl)cc1	-4	-26	-5	-10	.	-2	13	-8	-10
Cc1ccccc1OCc1nnc(SCc2cc(=O)[nH]c3ccccc23)o1	1	0	-13	-10	1.4	-14	-3	-3	10
COc1ccc2c(C(=O)CN3CC(C)OC(C)C3)c[nH]c2c1 (stereo unspecified)	-27	-9	13	-25	-0.15	-10	-7	3	14
Cc1ccc(S(=O)(=O)N2CCCC2C(=O)Nc2nc3ccccc3s2)cc1 (stereo unspecified)	2	-20	33	-14	0.11	-7	38	4	8
O=c1[nH][nH]c(C(F)(F)F)c1C=NCc1ccc(Cl)cc1	-4	19	-9	1	0.11	3	-27	9	-14
CCOC(=O)c1sc2nc(CSc3nc4ccccc4n3CC)[nH]c(=O)c2c1C	-4	-16	-26	2	-0.011	-6	-10	2	7
COc1ccc(-c2nn(CC(=O)Nc3ccc(Cl)c(Cl)c3)c(=O)c3ccccc23)cc1	-8	8	15	21	-0.54	-22	3	-6	6
CCC(=O)Nc1nc(N)n(-c2ccccc2)n1	-13	3	-5	14	-0.88	7	4	-2	-25
CN1CCN(C(=O)C2C3C=CC(C3)C2C(=O)O)CC1 (stereo unspecified)	20	3	-14	-4	-0.68	-10	21	1	-9
CCCCNC(=O)CN(CCc1ccccc1)S(C)(=O)=O	4	-18	-7	13	-0.6	-9	14	-8	8
COc1cc(C)c(S(=O)(=O)NC2CC(C)(C)NC(C)(C)C2)cc1C	53	-19	8	-12	1.1	-53	6	-4	33
COc1ccc2c(c1)[nH]c1c(=O)n(CCN3CCCC3)cnc12	-13	-16	37	-7	0.0022	-6	-12	0	-10
O=C1N=C(N2CCOCC2)S/C1=C\C=C/c1ccccc1	-29	0	15	14	-0.14	-1	0	6	-1
CC(C)CN(C(=O)COC(=O)C12CC3CC(CC(O)(C3)C1)C2)C1CCS(=O)(=O)C1 (stereo unspecified)	-6	24	-12	13	0.1	1	2	3	-13
C=CCNC(=O)C1CC(=O)N(c2ccc(OCC(=O)Nc3ccc(OC)cc3)cc2)C1 (stereo unspecified)	-11	-1	-1	8	-1.5	-1	19	-6	-50
Cn1c(SCC(=O)OCc2ccccc2)nnc1-c1ccco1	10	-26	-10	-3	0.85	-1	-3	-2	0
Cc1ccc(-c2nc3ncccc3o2)cc1NC(=O)c1sc2ccccc2c1Cl	42	12	26	-2	-0.53	-35	12	-19	-10
CCOc1ccc(-c2nc(-c3cccnc3)no2)cc1OCC	-46	8	2	-7	0.5	-1	24	0	-15
CCNc1nc(NC(C)C)nc(NS(=O)(=O)c2ccc(Cl)cc2)n1	9	12	-37	-3	-0.18	0	9	-15	-4
CCN(CC)C(=O)C1CCCN(c2ccc([N+](=O)[O-])cc2/C=N/NC(=O)c2ccc([N+](=O)[O-])cc2)C1 (stereo unspecified)	0	-10	8	-6	.	-10	-1	-8	8

2 records picked at random from those above:
SMILES	TNFa cytotox	PLK1 PBD inh	cytoskel mod	sEH inh	DAT uptake mod	PLK1 inh	VCAM1 TNFa inh	E coli WT exp	IL1B cytotox
Cc1[nH]c2ccccc2c1C(=O)CN1CCC(C)CC1	-6	-1	-20	0	-0.027	-6	28	7	10
COC(=O)Cn1c(CCS(=O)(=O)c2ccc(C)cc2)nc2ccccc21	0	8	3	5	0.27	-7	4	5	-2
